Screening results deposited in PubChem by National Center for Advancing Translational Sciences (NCATS).
RGS4 inhibitor: blocks human RGS4-accelerated GTP hydrolysis; P49798; 390,000 tested, 0.039% active; Transcreener GDP fluorescence polarization, RGS4-accelerated GTP hydrolysis; Potency, µM (doses to about 114 µM), for the others: at the highest dose activity change, negative = inhibition, actives largely listed as inhibitors; also: % is scaled to controls: 0 for no effect and ±100 for the full control effect; nearly all actives have a fitted effect of over 75% in size; some results filed as inactive show a strong effect at the top dose
Target sequence (P49798 whole entry, looked up): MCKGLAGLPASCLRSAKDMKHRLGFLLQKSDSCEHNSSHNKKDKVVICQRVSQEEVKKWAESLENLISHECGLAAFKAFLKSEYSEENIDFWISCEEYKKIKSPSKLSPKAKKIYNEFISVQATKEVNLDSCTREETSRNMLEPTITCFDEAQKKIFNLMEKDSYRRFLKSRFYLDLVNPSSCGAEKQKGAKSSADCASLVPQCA
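MLSMR compounds (23 nl, pin-transferred) preincubated 10 min at room temperature with a 500nM (2x) first reagent, then RGS4 at 900nM (2x) plus Transcreener GDP mix added; fluorescence polarization (620/688 nm) read before and after 90 min at 30 °C.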
USP1-UAF1 inh: USP1/UAF1 (human) deubiquitinase inhibition; O94782; recombinant USP1/UAF1, Ub-Rhodamine cleavage fluorescence; Potency, µM (titrated, usually from 57.1 µM), without a hit: at the top dose activity change, negative = inhibition, hits mostly inhibitors; 390,000 tested, 0.23% active; AID 743255; also: % is scaled to controls: 0 for no effect and ±100 for the full control effect; nearly all actives have a fitted effect of over 60% in size; inactives centre near -12
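USP1/UAF1 complex (1 nM) preincubated 15 min at room temperature with compound, then Ub-Rho substrate (150 nM final) added. Kinetic fluorescence at 480/540 nm over 6 reads at 60 s intervals; 50 mM HEPES pH 7.8, 0.5 mM EDTA, 0.1 mg/ml BSA, 1 mM TCEP, 0.01% Tween-20.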
TrxR1 inh: inhibitors of rat thioredoxin reductase 1 | recombinant rTrxR1, NADPH fluorescence consumption, selenite substrate | AID 588453 | O89049 | 390,000 tested, 1% active | Potency, µM (series often up to 114 µM), inactives show at the highest dose activity change, negative = inhibition, usual class: inhibitors; also: % is scaled to controls: 0 for no effect and ±100 for the full control effect; nearly all actives have a fitted effect of over 65% in size
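Rat TrxR1 (90 nM in the dispensed reagent) was pre-reduced with 400 uM NADPH for 5 min at room temperature, then incubated with compound for 15 min. After 400 uM selenite was added, NADPH fluorescence (Ex 340/Em 450 nm) was followed for 8 min.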
IDH1 R132H inh: human IDH1 R132H inhibition; O75874; IDH1-R132H enzyme, NADPH consumption, diaphorase/resazurin fluorescence; Potency, µM (highest dose often 76.6 µM), for inactives: at the top dose activity change, negative = inhibition, usual class: inhibitors; 390,000 tested, 0.093% active; AID 602179; also: % is scaled to controls: 0 for no effect and ±100 for the full control effect; nearly all actives have a fitted effect of over 65% in size
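IDH1-R132H (0.5 ug/mL dispensed) in pH 7.5 Tris buffer was preincubated 30 min with compound, then given a substrate mix of 0.016 mM NADPH and 2 mM alpha-KG for 80 min at room temperature; remaining NADPH was read by diaphorase/resazurin fluorescence.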
RXFP1 ag: activates the human relaxin receptor RXFP1. Q9HBX9. HEK293T-RXFP1 cAMP TR-FRET, 30 min; response scale: percent of porcine relaxin response, buffer zero. Potency, µM (highest dose often 57.5 µM), for inactives: at the highest dose activation, usual class: activators. 370,000 tested, 0.3% active; also: % is scaled to controls: 0 for no effect and ±100 for the full control effect; nearly all actives have a fitted effect of over 60% in size; many of its hits are not listed in these tables
Target sequence (Q9HBX9 whole entry, looked up): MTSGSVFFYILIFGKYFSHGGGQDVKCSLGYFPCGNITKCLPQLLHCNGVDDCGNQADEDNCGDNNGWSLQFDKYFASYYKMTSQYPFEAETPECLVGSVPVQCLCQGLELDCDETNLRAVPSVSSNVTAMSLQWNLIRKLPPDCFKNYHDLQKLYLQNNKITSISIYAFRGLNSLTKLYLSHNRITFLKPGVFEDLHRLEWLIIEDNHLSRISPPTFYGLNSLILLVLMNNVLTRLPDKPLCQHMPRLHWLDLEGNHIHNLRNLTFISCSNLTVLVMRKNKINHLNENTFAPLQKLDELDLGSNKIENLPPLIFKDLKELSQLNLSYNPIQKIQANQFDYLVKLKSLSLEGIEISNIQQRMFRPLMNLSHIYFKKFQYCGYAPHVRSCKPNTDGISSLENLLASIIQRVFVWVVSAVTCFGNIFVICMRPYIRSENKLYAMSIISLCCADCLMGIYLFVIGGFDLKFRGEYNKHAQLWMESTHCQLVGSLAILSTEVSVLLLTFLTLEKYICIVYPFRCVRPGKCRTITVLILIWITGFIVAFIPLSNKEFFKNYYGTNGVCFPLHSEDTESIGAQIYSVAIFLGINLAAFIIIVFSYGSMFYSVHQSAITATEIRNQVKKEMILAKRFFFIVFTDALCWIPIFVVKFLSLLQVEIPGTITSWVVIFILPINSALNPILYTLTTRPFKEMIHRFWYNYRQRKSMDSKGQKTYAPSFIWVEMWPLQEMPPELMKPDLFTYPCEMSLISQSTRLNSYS
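HEK293T cells stably expressing RXFP1 were pretreated with the PDE4 inhibitor Ro 20174, exposed to compounds for 30 min at 37C, lysed, and cAMP was read by TR-FRET. Data normalized to buffer (basal) and 29 nM porcine relaxin (100%).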
12-LOX inh: blocks human arachidonate 12S-lipoxygenase | P18054 | purified 12hLO, xylenol orange hydroperoxide absorbance | Potency, µM (series often up to 108 µM), for the others: at the top dose activity change, negative = inhibition, usual class: inhibitors | 580,000 tested, 1.1% active; also: % is scaled to controls: 0 for no effect and ±100 for the full control effect
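Purified human 12hLO at 150 nM in 25 mM Hepes, 0.01% Triton X-100, pH 7.0, preincubated 15 min at room temperature with compound. Reaction started with 40 uM arachidonic acid, 30 min at room temperature. Hydroperoxide measured by Fe-xylenol orange, 573/405 nm absorbance ratio.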
Vif-A3G inh: inhibitors of Vif-APOBEC3G interaction; Q9HC16; HeLa A3G-eYFP + Vif (tagged APOBEC3G with the HIV-1 protein that degrades it), YFP fluorescence, overnight; Potency, µM (series often up to 46.1 µM), for inactives: at the highest dose activity, negative = active, hits mostly inhibitors; 410,000 tested, 0.076% active; AID 602310;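 also: % is scaled to controls: 0 for no effect and ±100 for the full control effect; nearly all actives have a fitted effect of over 60% in size; hits raise eYFP signal because A3G escapes Vif-driven loss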
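HeLa cells stably expressing Vif and C-terminally eYFP-tagged A3G, seeded overnight at 37 deg C, then exposed to compound by pintool overnight at 37 deg C. Rise in yellow fluorescence (Ex 488/Em 500-530, Acumen) marks blocked Vif-driven A3G degradation.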
Vif-A3F inh: blocks the Vif interaction with APOBEC3F. HeLa A3F-eYFP + Vif (tagged APOBEC3F with the HIV-1 protein that degrades it), YFP fluorescence increase. Potency, µM (titrated, usually from 46.1 µM), inactives show at the highest dose activity, negative = active. 390,000 tested, 0.2% active. AID 602313; also: % of control where 0% means no effect; nearly all actives have a fitted effect of over 65% in size
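HeLa cells stably expressing A3F-eYFP plus Vif, plated and incubated overnight at 37 deg C, then exposed to compounds overnight at 37 deg C. Blocked degradation read as raised yellow fluorescence (Ex 488/Em 500-530).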
TrxR1 substrate: rat thioredoxin reductase 1 substrate activity | O89049 | AID 588456 | 390,000 tested, 0.01% active | Potency, µM (doses to about 114 µM), inactives show top-dose activity change, negative = substrate turnover | purified TrxR1 substrate turnover, NADPH consumption readout; also: % is scaled to controls: 0 for no effect and ±100 for the full control effect; nearly all actives have a fitted effect of over 50% in size
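Rat TrxR1, dispensed at 90 nM, was prereduced with 400 uM NADPH (final) for 5 min at ~22 deg C, then incubated with compound 15 min before 400 uM selenite. A first-read NADPH fluorescence drop versus no-compound background flagged substrates.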
* marks the source's active call; other numbers are inactive results; ? = inconclusive; · = no result given; & = joins results of further samples; [ ] = another dose, or the depositor's remark. Calls follow the shape of the dose curve; as a rule, active = well fitted curve in the direction sought with a large enough effect; inconclusive = small, poorly fitted or top-dose-only effect, or another doubt; inactive = no such curve, though single readings can be large; an effect the other way counts as inactive or inconclusive. Potency is read from the fitted curve at half-maximal effect.

SMILES	RGS4 inhibitor	USP1-UAF1 inh	TrxR1 inh	IDH1 R132H inh	RXFP1 ag	12-LOX inh	Vif-A3G inh	Vif-A3F inh	TrxR1 substrate
Cc1ccc(-c2nnc(NC(=O)c3ccco3)o2)c(C)c1	18%	-8%	7%	10%	-1.7%	?	-8%	?	-1%
N#C/C=C/C(=C\Nc1ccc(Cl)cc1)S(=O)(=O)c1ccccc1	-3%[56.9 µM]	-20%	?	5%	0.5%	-11%	-11%	11%	-12%
COc1ccc(NC(=O)CNC(c2ccccc2)c2ccccc2)cc1Cl	-11%	-21%	35%	9%	-1.2%	-3%	-6%	7%	4%
CC(C)(C)c1csc(NC(=O)C2COc3ccccc3O2)n1 (stereo not drawn)	17%	-21%	-5%	-1%	0.7%	?	-4%	0%	-6%
COc1ccc(-c2noc(CCC(=O)NCc3ccc(OC)cc3OC)n2)cc1	13%	-7%	3%	-1%	-0.5%	-21%	6%	-5%	-8%
CCN(CC(=O)Nc1ccccc1C(F)(F)F)C(=O)c1oc2ccc(OC)cc2c1C	-2%	-9%	4%	-9%	3.5%	-5%	-4%	8%	5%
CCCn1c(C)nc2cc(Cl)c(N3CCN(c4nc(-c5ccc(C)cc5)cs4)CC3)cc21	-21%	-19%	2%	2%	-0.6%	10%	-3%	-17%	-7%
COc1ccccc1C(=O)NC(=O)OCCn1c(C)cnc1[N+](=O)[O-]	2%	-8%	8%	-11%	3.5%	0%	0%	-3%	-3%
Cc1ccc(S(=O)(=O)c2c(O)cc(C)c(NS(=O)(=O)c3ccc(Br)cc3)c2C)cc1	9%	?	7%	-4%	-0.2%	?	0%	3%	8%[11.4 µM]
CC(=O)c1ccc(NC(=O)c2ccn(C(=O)OCC(C)C)n2)cc1	-10%	-8%	-2%[57.1 µM]	4%	0.1%	-8%	-3%	-12%	1%[57.1 µM]
COc1ccc(OCCC(=O)OCC(=O)NC(=O)NC(C)(C)C)cc1	12%	-3%	1%	0%	-0.5%	-9%	1%	-1%	3%
Cc1ccc(-c2nnn(CC(=O)N(CC(=O)NCc3ccccc3)c3cccc(C)c3C)n2)o1	14%	-16%	28%	1%	1.3%	-27%	-4%	-3%	14%
CCCCCC[C@@H]([C@@H](C)O)n1cnc2c(N)ncnc21	-2%[56.9 µM]	13%	-11%[57.1 µM]	1%	·	?	-4%	-5%	-2%[57.1 µM]
COc1ccc(NC(=O)CCNS(=O)(=O)c2ccc(Cl)c([N+](=O)[O-])c2)cc1S(N)(=O)=O	27%	-14%	?	0%	2.0%	-28%	6%	15%	-6%
CCN(CC)c1ccc(CN2CCC(C(=O)NCc3ccc(C)cc3)CC2)cc1	-4%	-19%	2%	4%	-3.0%	?	2%	-4%	-4%
COc1ccc(NC(=O)Cn2nnc(-c3ccccc3NC(=O)c3ccco3)n2)cc1	-32%	-9%	-11%	-2%	0.8%	273%[activator]	?	-8%	5%
O=C(CN1CCCC1)Nc1ccc(Br)cc1	-6%	-24%	16%	-1%	1.0%	-35%	2%	-1%	5%
CCCCCNC(=O)CCn1c(=O)oc2ccccc21	23%	-11%	20%[57.1 µM]	-2%	2.6%	-18%	0%	-12%	12%[57.1 µM]
O=C1NCCCC2c3c(cc(Br)c(O)c3Br)OC12N1CCOCC1 (stereo not drawn)	?	-12%	16µM*	11%	0.3%	?	0%	1%	-6%
CSc1nc(O)c(C(c2ccccc2)c2c(O)nc(SC)[nH]c2=O)c(=O)[nH]1	-5%	-24%	?	-1%	1.0%	?	3%	-1%	4%
Cc1cc(SCC(=O)NC2CC2)nc2ccccc12	-28%	-15%	10%	6%	·	-6%&-26%	1%	-3%	2%
N#Cc1cccc(NC(=O)Cn2c3[n+](c4ccc(C(F)(F)F)cc42)CCCCC3)c1	-22%	-7%	8%	-1%	-0.2%	?	-2%	-6%	0%
CCOc1ccc(NC(=O)CCc2nnc3ccc(N4CCC(C)CC4)nn23)cc1	3%[11.4 µM]	-19%	13%	6%	2.9%	-8%	2%	1%	3%
Cc1sc2c(c1C)c(=O)n(-c1cccc(C(F)(F)F)c1)c(=O)n2CC(=O)NCc1ccco1	-26%	-4%	-10%	-2%	1.5%	0%	2%	-2%	-8%
Cc1ccn2c(=O)cc(C)nc2c1	0%	-8%	9%[57.1 µM]	-11%	6.2%	-6%	1%	-3%	15%
O=C(C[C@@H]1C/C=C\C[C@@H](Cc2ccc(F)cc2)C(=O)OC[C@H]2CCCN2C1=O)NCCO	3%	-24%	18%	21%	·	-4%	0%	-5%	1%
Cc1ccc(-c2nc3cc(N)ccc3o2)c(C)c1	-11%&4%	-19%	13%[57.1 µM]	9%	17%	0%	-7%&-10%	-5%	20%[57.1 µM]
Cc1oc(-c2ccc(Cl)cc2)nc1CS(=O)CC(=O)NCCN1CCCCCC1 (stereo not drawn)	-26%	-12%	2%	2%	-1.6%	?	1%	-6%	-1%
CC(C)OC(=O)N(C)C[C@@H]1OCc2cn(nn2)CCCC(=O)N([C@@H](C)CO)C[C@H]1C	·	-13%	·	-3%	·	?	-2%	-6%	·
CC(C)Oc1ccc(S(=O)(=O)N2CCOCC2)cc1NC(=O)CSc1nnc(C2CC2)n1C	·	-25%	·	-5%	·	5%	1%	-1%	·
COc1ccc(-n2c(Cc3cccn3C)nnc2SCC(=O)NCCc2ccccc2)cc1	27%	-6%	15%	0%	2.2%	3%	-6%	-11%	7%
Cc1ccc(C)c(N2CCN(C3(c4ccccc4)C(=O)c4ccccc4C3=O)CC2)c1	18%	-16%	21%	-16%	-2.5%	-23%	0%	2%	3%
COC(=O)c1cc(NS(=O)(=O)c2ccc(NC(C)=O)cc2)cc(C(=O)OC)c1	-7%	-1%	5%	2%	-2.1%	2%	1%	3%	4%
O=C1CC(NS(=O)(=O)c2cccnc2)CN1c1ccccc1 (stereo not drawn)	11%	0%	14%	-5%	-0.5%	9%	0%	?	-2%
CCOc1ccc2nc(Cl)c(C3CC(c4ccccc4)=NN3C(=O)c3cccs3)cc2c1 (stereo not drawn)	5%	-20%	18%	7%	28%	-3%	0%	0%	16%
CN(C)CCC(=O)c1ccc2c(c1)OCO2	?	-5%	0.32µM*	0%	2.0%	?	-11%	5%	9%
Cc1ccc(NC(=O)CCn2cc(C(F)(F)F)ccc2=O)cc1	10%	-8%	10%[57.1 µM]	11%	6.0%	0%	-2%	-5%	12%[57.1 µM]
O=C(CN1C(=O)NC2(CCCCCC2)C1=O)Nc1ccc(S(=O)(=O)N2CCOCC2)cc1	-1%	-2%	-8%	-1%	-0.3%	33%[activator]	0%	1%	-2%
COc1ccc(NC(=O)C2=C(C)NC(=S)NC2c2ccc(O)c(OC)c2)cc1 (stereo not drawn)	-37%	-18%	1%	-4%	0.1%	-9%	-8%	?	4%
CNC(=S)N(CCc1c(C)[nH]c2ccccc12)Cc1cc(OC)c(OC)c(OC)c1	-7%	-13%	-1%	-3%	1.2%	0%	-4%	-3%	-6%
Cc1cc(Br)c2nc3c(c(C(=O)O)c2c1)CCCCC3	21%	-2%	-5%[57.1 µM]	4%	2.2µM*	-7%	3%	0%	3%[57.1 µM]
CCCN(CC1CC1)C(=S)Nc1ccccc1F	12%	-8%	-6%	-8%	2.6%	-1%	2%	-15%	-8%
O=S(=O)(Nc1cccc(S(=O)(=O)N2CCCCCC2)c1)c1ccc(F)cc1F	8%	-15%	8%	-4%	·	17%	-3%	-3%	7%
CN(C)c1nnc(-c2ccc(Cl)cc2)o1	-13%	-15%	3%[57.1 µM]	3%	2.9%	13%	-4%	-31%	38%[activator][57.1 µM]
CS(=O)(=O)N1N=C(c2ccccc2)CC1c1ccc2c(c1)OCO2 (stereo not drawn)	-21%	-18%	-13%	6%	-0.5%	-14%	10µM*	?	-8%
CC(NC(=O)c1ccc2c(=O)n3c(nc2c1)CCC3)c1ccc(S(N)(=O)=O)cc1 (stereo not drawn)	9%	-15%	8%[57.1 µM]	0%	2.4%	-23%	-1%	-2%	11%[57.1 µM]
COC(=O)CSc1nnc(-c2ccc(S(=O)(=O)N3CCC(C)CC3)cc2)o1	2%	-2%	15%	-7%	2.4%	-2%	3%	-6%	3%
CC(C)CCN1CCN(C2CSCCSC2)CC1CCO (stereo not drawn)	12%	-2%	27%	-2%	-3.3%	1%	0%	-1%	0%
COc1ccc(C)cc1NC(=O)CN(C)S(=O)(=O)c1cc(C)ccc1OC	9%	-5%	-8%	3%	2.4%	-24%	1%	-13%	-11%
CCc1nnc(NC(=O)CSc2nc3c(C)cccc3[nH]2)s1	-14%	1%	-12%[57.1 µM]	0%	0.7%	-1%	-8%	-13%	-5%[57.1 µM]

Some of the compounds tested; rates above refer to the full screens.
